Screens deposited in PubChem by Broad Institute.
Cneo AK release – causes C. neoformans cell lysis; adenylate kinase release luminescence, 4 h; normalised: neutral wells 0, clomiphene wells 100; actives 0.2% (n = 360,000); lysis activity, % at 15 µM;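 active = mean lysis activity across replicates of at least 80%, whatever share of replicates individually reach that level; inactive = mean lysis activity below 80%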
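Test system: log-phase Cryptococcus neoformans yeast cells; Quantity: yeast cell density of 5 × 10^6 cells/mL; Buffer or medium: YPD; Doses: single compound concentration per well; Timing: 4 h at 37 °C static, read 1 h later; Measured by: AK luminescence; Read-out basis: lysis from increased AK signal; Control set: Clomiphene as positive control.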
PglD inh – PglD (C. jejuni) enzyme inhibition | actives 0.098% (n = 360,000) | AID 602405 | inhibition, % at 12.5 µM | purified PglD enzyme, DTNB colorimetric CoA detection; in the data active = inhibition above about 16%, passing the limit was not always enough; note: strong numbers were not always called active
RAD52 anneal inh – RAD52 (human) annealing inhibition. inhibition, % at 18.7 µM. AID 651710. recombinant RAD52 DNA annealing, FRET fluorescence. actives 0.46% (n = 360,000);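 active = every replicate showing at least 50% inhibition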
Target sequence (P43351 whole entry, looked up): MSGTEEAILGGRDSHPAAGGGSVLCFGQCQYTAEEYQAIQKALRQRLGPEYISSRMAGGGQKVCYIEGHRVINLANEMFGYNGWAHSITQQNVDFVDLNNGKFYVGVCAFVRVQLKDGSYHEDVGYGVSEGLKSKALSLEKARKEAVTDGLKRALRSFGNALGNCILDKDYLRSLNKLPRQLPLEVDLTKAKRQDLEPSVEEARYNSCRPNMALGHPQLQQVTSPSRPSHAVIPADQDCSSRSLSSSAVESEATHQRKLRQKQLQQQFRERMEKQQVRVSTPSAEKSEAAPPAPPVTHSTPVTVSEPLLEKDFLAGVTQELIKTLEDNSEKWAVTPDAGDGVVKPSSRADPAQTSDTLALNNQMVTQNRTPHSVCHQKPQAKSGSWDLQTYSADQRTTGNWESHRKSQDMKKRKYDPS
E-selectin induc – E-selectin induction on HUVECs. P16581. HUVEC E-selectin immunofluorescence imaging; normalized: neutral wells 0, TNF-alpha wells 100. activation, % at 7.58 µM. actives 0.37% (n = 260,000). AID 686992;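 active = mean E-selectin-positive cell signal at least 10% of the positive control, reached in at least 60% of replicates, without over 20% cell loss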;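 note: in these data hits start at about 27%; measured in HUVEC primary endothelial cells; signal is the percent of cells scored E-selectin positive by PE staining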
Target sequence (P16581 whole entry, looked up): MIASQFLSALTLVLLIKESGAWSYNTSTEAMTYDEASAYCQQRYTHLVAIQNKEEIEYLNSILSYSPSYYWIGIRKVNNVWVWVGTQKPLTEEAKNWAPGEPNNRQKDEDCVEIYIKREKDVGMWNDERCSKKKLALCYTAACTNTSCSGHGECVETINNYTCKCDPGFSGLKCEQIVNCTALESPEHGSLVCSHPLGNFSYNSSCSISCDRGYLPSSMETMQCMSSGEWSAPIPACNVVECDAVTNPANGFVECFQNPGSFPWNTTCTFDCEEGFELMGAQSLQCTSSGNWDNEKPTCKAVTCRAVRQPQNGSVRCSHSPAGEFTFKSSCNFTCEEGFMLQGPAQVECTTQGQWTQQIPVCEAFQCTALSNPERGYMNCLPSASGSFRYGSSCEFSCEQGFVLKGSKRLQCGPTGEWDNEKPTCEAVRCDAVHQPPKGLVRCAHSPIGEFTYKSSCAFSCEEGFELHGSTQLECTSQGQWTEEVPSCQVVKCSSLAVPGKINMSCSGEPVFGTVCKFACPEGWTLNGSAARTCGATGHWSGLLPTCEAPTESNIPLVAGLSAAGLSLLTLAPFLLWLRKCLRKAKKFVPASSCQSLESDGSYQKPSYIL
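Test system: HUVEC; input: 3,000 HUVEC/well; measured by: immunofluorescence imaging; read-out: % PE-positive cells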
ERAP1 HTS inh – inhibitors of human ERAP1 aminopeptidase; actives 0.15% (n = 340,000); inhibition, % at 10.7 µM; Q9NZ08; recombinant ERAP1, Leu-AMC fluorescence, 60 min; AID 652197;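 active = mean replicate inhibition of at least 30%, or all replicates individually reaching that 30% level; inactive = mean below 30% and not every replicate reaching it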;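 note: 0% = neutral control wells and 100% = L-leucinethiol positive control wells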
miR-122 sensor – blocks miR-122 activity in Huh7 sensor cells; Huh7 miR-122 Renilla luciferase sensor, 48 h; neutral wells = 0, positive control = 100; AID 602342; activation (reporter increase), % at 12.5 µM; actives 0.3% (n = 340,000);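 active = mean replicate activation score at least 90 and every replicate individually at or above 90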;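 note: higher luciferase means less miR-122 activity so hits act as miR-122 inhibitors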
RAD54 inh – blocks human RAD54 Holliday junction branch migration; inhibition, % at 10.4 µM; Q92698; AID 602329; actives 0.14% (n = 360,000); FAM/BHQ fluorescence;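 active = mean normalized replicate activity at least 40 and at least half of replicates scoring 40 or more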;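 note: 0% = median of neutral control wells and 100% = median of positive control wells; inhibitors cause a drop in the FAM fluorescence signal; in these data hits start at about 50%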
PGC1a acetyl inh – lowers PGC1a acetylation signal in U2OS cells. AlphaScreen anti-acetyl-lysine; with virally co-expressed GCN5 acetyltransferase. actives 0.17% (n = 350,000). AID 651687. inhibition, % at 15.6 µM;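 active = every replicate shows inhibition of at least 40%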;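 note: 0% = neutral control wells and 100% = positive control wells; some results beyond the cut were filed as inactive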
Active calls of the source: *; & = joins results of further samples; [ ] = remark or other dose.

What do the screens show for `O=C(Cc1ccccc1[N+](=O)[O-])Nc1ccc(S(=O)(=O)N2CCCC2)cc1`?
Cneo AK release: -3; PglD inh: 5; RAD52 anneal inh: -8; ERAP1 HTS inh: 1; miR-122 sensor: 26; RAD54 inh: -5

What do the screens show for `C#CCOc1ccccc1/C=N/NC(=O)c1ccccc1OCc1ccccc1`?
Cneo AK release: -4; PglD inh: -12; RAD52 anneal inh: -21; E-selectin induc: -0.7; ERAP1 HTS inh: -2; RAD54 inh: 0

Results for CN(C(=O)c1ccc(NC(=O)Cc2ccc(NC(=O)C3CCN(C(=O)C4CCCCC4)CC3)cc2)cc1)C1CC1 ?
Cneo AK release: -1; PglD inh: 3; RAD52 anneal inh: -22; E-selectin induc: 0.5; ERAP1 HTS inh: 1; miR-122 sensor: 3; RAD54 inh: -1; PGC1a acetyl inh: 6

What do the screens show for `CCC(=O)N(C)C[C@@H]1Oc2cc(C#CC(C)(C)O)ccc2S(=O)(=O)N([C@H](C)CO)C[C@@H]1C`?
Cneo AK release: 0; PglD inh: -3; RAD52 anneal inh: 2; E-selectin induc: 0.3; ERAP1 HTS inh: 0; miR-122 sensor: 2[16.7 µM]; RAD54 inh: -26; PGC1a acetyl inh: -1

Results for CCOc1ccccc1NC(=O)CN(c1nccs1)S(=O)(=O)c1ccc(N)cc1 ?
Cneo AK release: 5; PglD inh: 2; miR-122 sensor: 5; RAD54 inh: -6; PGC1a acetyl inh: -5

Results for COc1ccc(CC2=C(O)c3ccccc3C(=O)C2=O)cc1 ?
Cneo AK release: 0; PglD inh: -6; RAD52 anneal inh: 2; ERAP1 HTS inh: -8; miR-122 sensor: 1; RAD54 inh: -16; PGC1a acetyl inh: -3

Results for O=C(CCc1nnc(C2CCCCC2)o1)N1CCN(Cc2ccccc2)CC1 ?
Cneo AK release: 0; PglD inh: -6; RAD52 anneal inh: -17; ERAP1 HTS inh: -2; miR-122 sensor: -1; RAD54 inh: -1; PGC1a acetyl inh: 6

What do the screens show for `CN(C)c1nc(C(=O)O)nc(N2CCOCC2)n1`?
RAD52 anneal inh: 0; E-selectin induc: 8.0; ERAP1 HTS inh: 0; miR-122 sensor: -7; PGC1a acetyl inh: -6

Results for O=C(c1ccc(F)cc1)N1CCCCN2[C@@H](CO)[C@@H](c3ccc(C#CC4(O)CCCC4)cc3)[C@@H]2C1 ?
Cneo AK release: -3; PglD inh: -4; RAD52 anneal inh: 10; E-selectin induc: -0.4; ERAP1 HTS inh: 5; miR-122 sensor: -6[16.7 µM]; RAD54 inh: -7; PGC1a acetyl inh: -6

How did CCOc1cc(C(C(=O)NCC2CCCO2)N(C(=O)Cn2nnc3ccccc32)c2ccc(NC(C)=O)cc2)ccc1O (stereo not given) do in these assays?
Cneo AK release: 3; PglD inh: 5; RAD52 anneal inh: 1; ERAP1 HTS inh: 2; miR-122 sensor: -4; RAD54 inh: 3; PGC1a acetyl inh: 17

What do the screens show for `Cc1ccc2nc(C(F)OC(F)(F)F)[nH]c2c1` (stereo not given)?
Cneo AK release: -2; PglD inh: -3; miR-122 sensor: 11; RAD54 inh: 1

What do the screens show for `C[C@H](CO)N1C[C@H](C)[C@H](CN(C)Cc2ccc(Oc3ccccc3)cc2)OCc2cn(nn2)CCCC1=O`?
Cneo AK release: 6; PglD inh: 3; RAD52 anneal inh: -2; E-selectin induc: 0.1; ERAP1 HTS inh: -1; miR-122 sensor: -3[16.7 µM]; RAD54 inh: 9; PGC1a acetyl inh: -3

What do the screens show for `Cc1oc2c(c(C)cc3oc(=O)c(CC(=O)N[C@@H](CC(C)C)C(=O)O)c(C)c32)c1C`?
Cneo AK release: 0; PglD inh: -2; RAD52 anneal inh: -17; E-selectin induc: -0.1; ERAP1 HTS inh: 15; miR-122 sensor: -1; RAD54 inh: 5; PGC1a acetyl inh: 6

Results for O=C(NCCNC(=O)c1cnccn1)c1ccc(Cl)c(Cl)c1 ?
RAD52 anneal inh: -7; ERAP1 HTS inh: 2; miR-122 sensor: 3; PGC1a acetyl inh: -5

Results for CCOc1ccccc1NC(=O)NCc1ccc2c(c1)OCO2 ?
Cneo AK release: 2; PglD inh: -3; RAD52 anneal inh: -4; ERAP1 HTS inh: -1; miR-122 sensor: 2; RAD54 inh: 6; PGC1a acetyl inh: -3

How did COc1cccc(S(=O)(=O)N(C)C[C@H]2Oc3ncc(-c4cccc(C(=O)N(C)C)c4)cc3C(=O)N([C@H](C)CO)C[C@H]2C)c1 do in these assays?
Cneo AK release: -2; PglD inh: -2; RAD52 anneal inh: -5; E-selectin induc: 0.0; ERAP1 HTS inh: 1; miR-122 sensor: 6[16.7 µM]; RAD54 inh: 2; PGC1a acetyl inh: -4

What do the screens show for `Cc1ccc(S(=O)(=O)N2CCOCC2)cc1C(=O)NCc1cn2ccsc2n1`?
Cneo AK release: 5; miR-122 sensor: -1; RAD54 inh: 12; PGC1a acetyl inh: -12

Results for O=C(O)c1ccc(CNS(=O)(=O)c2ccc(Oc3ccccc3Cl)cc2)cc1 ?
Cneo AK release: 0; PglD inh: 7; RAD52 anneal inh: -14; E-selectin induc: 0.0; ERAP1 HTS inh: 0; miR-122 sensor: -3; RAD54 inh: -1; PGC1a acetyl inh: -6

Results for COCCNC(=O)C1(C)CCN(C(=O)c2sc(-c3ccccc3)nc2C)C1 (stereo not given) ?
Cneo AK release: 2; PglD inh: 1; RAD52 anneal inh: -8; E-selectin induc: 0.1; ERAP1 HTS inh: 5; RAD54 inh: -3; PGC1a acetyl inh: -7

What do the screens show for `Cc1[nH]c2ccc(F)cc2c1CCNC(=O)C1CCCCC1C(=O)OCC(F)(F)F` (stereo not given)?
Cneo AK release: 0; PglD inh: -6; E-selectin induc: 3.2; miR-122 sensor: -8; RAD54 inh: 8

Results for COC(=O)N/N=C/c1cc(C)n(-c2ccc(F)cc2)c1C ?
Cneo AK release: -2; PglD inh: 5; RAD52 anneal inh: -14; ERAP1 HTS inh: 9; miR-122 sensor: 1; RAD54 inh: -2; PGC1a acetyl inh: 1

Results for Cc1noc(C)c1S(=O)(=O)N(C)C[C@H]1Oc2ccc(NS(=O)(=O)c3ccccc3)cc2C(=O)N([C@H](C)CO)C[C@@H]1C ?
Cneo AK release: 0; PglD inh: -1; RAD52 anneal inh: -13; E-selectin induc: -0.2; ERAP1 HTS inh: -3; miR-122 sensor: 6; RAD54 inh: 3; PGC1a acetyl inh: -9

How did CCS(=O)(=O)Nc1ccc2c(c1)C(=O)N(C)C[C@@H](OC)[C@@H](C)CN(C(=O)NC(C)C)[C@@H](C)CO2 do in these assays?
Cneo AK release: 2; PglD inh: 3; RAD52 anneal inh: 1; E-selectin induc: 0.0; ERAP1 HTS inh: -4; miR-122 sensor: -14[16.7 µM]; RAD54 inh: -4; PGC1a acetyl inh: 6

What do the screens show for `CCSC1=N/C(=C\c2cccc(F)c2)C(=O)S1`?
Cneo AK release: -2; PglD inh: -2; RAD52 anneal inh: -6; ERAP1 HTS inh: 1; miR-122 sensor: 8; RAD54 inh: -6; PGC1a acetyl inh: -4

Results for O=C(CSCc1ccc([N+](=O)[O-])cc1)NN=C1CCCCCC1 ?
Cneo AK release: -1; PglD inh: -3; RAD52 anneal inh: -14; ERAP1 HTS inh: -2; miR-122 sensor: 2; RAD54 inh: -4

How did C[C@H](CO)N1C[C@H](C)[C@H](CN(C)S(=O)(=O)c2ccccc2)Oc2ccc(NC(=O)C3CC3)cc2C1=O do in these assays?
Cneo AK release: 46; PglD inh: -4; RAD52 anneal inh: 7; E-selectin induc: -0.2; ERAP1 HTS inh: 0; miR-122 sensor: 3[16.7 µM]; RAD54 inh: -4; PGC1a acetyl inh: 1

Results for O=C(Nc1cc(-c2nc3ncccc3o2)ccc1Cl)c1ccc2c(c1)OCO2 ?
Cneo AK release: -1; PglD inh: 2; RAD52 anneal inh: -7; E-selectin induc: 0.0; ERAP1 HTS inh: 1; miR-122 sensor: -5; RAD54 inh: -3; PGC1a acetyl inh: -3

How did O=C(NCCc1ccc(Cl)cc1)c1ccc(CS(=O)Cc2ccccc2Cl)o1 (stereo not given) do in these assays?
Cneo AK release: 5; PglD inh: 0; RAD52 anneal inh: -2; ERAP1 HTS inh: 2; RAD54 inh: -11; PGC1a acetyl inh: 5

Results for CCNC(=O)C1CCCN(C(=O)c2cccc3ccccc23)CC1 (stereo not given) ?
Cneo AK release: 4; PglD inh: 1; RAD52 anneal inh: -14; E-selectin induc: 0.3; ERAP1 HTS inh: 1; RAD54 inh: -4; PGC1a acetyl inh: 6

How did COc1cc2c(cc1O)C(CSC)Cc1cc3c(cc1N(C)CC2)OCO3 (stereo not given) do in these assays?
Cneo AK release: -2; PglD inh: -1; RAD52 anneal inh: -6; ERAP1 HTS inh: 0; miR-122 sensor: 3; RAD54 inh: 0; PGC1a acetyl inh: -9

Results for C[C@@H]1CN([C@@H](C)CO)C(=O)c2cc(/C=C/c3ccccc3)cnc2O[C@H]1CN(C)C(=O)c1cccc(F)c1 ?
Cneo AK release: -13; PglD inh: 0; RAD52 anneal inh: 8; E-selectin induc: -0.2; ERAP1 HTS inh: -3; miR-122 sensor: -4[16.7 µM]; RAD54 inh: -1; PGC1a acetyl inh: -1

Results for C[C@H](CO)N1C[C@H](C)[C@H](CN(C)C(=O)Nc2ccccc2)OCCCC[C@H](C)Oc2ccc(NS(=O)(=O)c3cccs3)cc2C1=O ?
Cneo AK release: -1; PglD inh: 0; RAD52 anneal inh: 4; ERAP1 HTS inh: -1; miR-122 sensor: -7[16.7 µM]; RAD54 inh: 6; PGC1a acetyl inh: 8

How did C[C@H]1CN([C@@H](C)CO)C(=O)CCCn2cc(nn2)CO[C@@H]1CN(C)S(=O)(=O)c1cccc(C#N)c1 do in these assays?
Cneo AK release: 3; PglD inh: 5; RAD52 anneal inh: 6&2; E-selectin induc: -0.1&-0.5; ERAP1 HTS inh: -5&2; miR-122 sensor: 1; RAD54 inh: 0; PGC1a acetyl inh: 5&-1

What do the screens show for `O=C(Nc1ccc(Cl)cn1)c1cccc(S(=O)(=O)N2CCOCC2)c1`?
Cneo AK release: 5; PglD inh: 4; E-selectin induc: -1.4; miR-122 sensor: 8; RAD54 inh: -3; PGC1a acetyl inh: -6

What do the screens show for `CCc1ccc(CCC(=O)Nc2ccccc2C(=O)O)o1`?
Cneo AK release: 3; PglD inh: 1; miR-122 sensor: -8; RAD54 inh: -5; PGC1a acetyl inh: 14

What do the screens show for `CCN(C(=O)CSc1nnc(-c2ccc(OC(F)F)cc2)n1N)C1CCS(=O)(=O)C1` (stereo not given)?
Cneo AK release: -1; PglD inh: -3; RAD52 anneal inh: -20; E-selectin induc: 2.7; ERAP1 HTS inh: -1; miR-122 sensor: -7; RAD54 inh: 4; PGC1a acetyl inh: 5

Results for CC(Oc1ccc(Cl)cc1Cl)C(=O)NC1=NN(c2ccccc2)C(=O)C1 (stereo not given) ?
Cneo AK release: -3; PglD inh: 5; miR-122 sensor: -4; RAD54 inh: -2; PGC1a acetyl inh: 13

What do the screens show for `CC(C)COP(=O)(OCC(C)C)C(O)c1ccc2c(c1)OCO2` (stereo not given)?
Cneo AK release: -1; PglD inh: -6; RAD52 anneal inh: -3; E-selectin induc: 1.7; ERAP1 HTS inh: 2; miR-122 sensor: 32; RAD54 inh: 6

Results for COc1ccccc1OCCOCCOc1ccccc1Cl ?
Cneo AK release: 6; PglD inh: 2; RAD52 anneal inh: -12; E-selectin induc: 0.6; ERAP1 HTS inh: -4; miR-122 sensor: 11; RAD54 inh: -7; PGC1a acetyl inh: -3

A stretch taken from the entries so far:
Results for CC(Oc1ccc(Cl)cc1Cl)C(=O)NC1=NN(c2ccccc2)C(=O)C1 (stereo not given) ?
Cneo AK release: -3; PglD inh: 5; miR-122 sensor: -4; RAD54 inh: -2; PGC1a acetyl inh: 13

What do the screens show for `CC(C)COP(=O)(OCC(C)C)C(O)c1ccc2c(c1)OCO2` (stereo not given)?
Cneo AK release: -1; PglD inh: -6; RAD52 anneal inh: -3; E-selectin induc: 1.7; ERAP1 HTS inh: 2; miR-122 sensor: 32; RAD54 inh: 6
